Source: PubChem BioAssay (National Center for Advancing Translational Sciences (NCATS))
CBFb RUNX1 block: inhibitors of human CBF-beta and RUNX1 interaction | AID 1477 | Potency, µM (top dose mostly 59.8 µM), for inactives: at the top dose activity, negative = inhibition, most hits filed as inhibitors | 230,000 tested, under 10 active | AlphaScreen CBFb-His/RUNX1-biotin binding, biochemical | Q01196+Q13951; also: % of control where 0% means no effect
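CBFb-His/RUNX1-biotin, 30 nM each, preincubated 20 min RT; compound 15 min RT; Ni + streptavidin beads 50 ng each, 90 min RT; AlphaScreen read.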
aGal spleen mod: alpha-galactosidase A (human) modulation; human spleen homogenate, 4MU-alpha-Gal fluorescence, 40 min; AID 2107; P06280; Potency, µM (doses to about 80 µM), for the others: top-dose activity change, negative = inhibition, most hits filed as inhibitors; 240,000 tested, 0.008% active;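 also: potency is read from the fitted curve at half-maximal effect; 0% = enzyme with vehicle and -100% = no enzyme basal signal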
Target sequence (P06280 32-429 limits assumed): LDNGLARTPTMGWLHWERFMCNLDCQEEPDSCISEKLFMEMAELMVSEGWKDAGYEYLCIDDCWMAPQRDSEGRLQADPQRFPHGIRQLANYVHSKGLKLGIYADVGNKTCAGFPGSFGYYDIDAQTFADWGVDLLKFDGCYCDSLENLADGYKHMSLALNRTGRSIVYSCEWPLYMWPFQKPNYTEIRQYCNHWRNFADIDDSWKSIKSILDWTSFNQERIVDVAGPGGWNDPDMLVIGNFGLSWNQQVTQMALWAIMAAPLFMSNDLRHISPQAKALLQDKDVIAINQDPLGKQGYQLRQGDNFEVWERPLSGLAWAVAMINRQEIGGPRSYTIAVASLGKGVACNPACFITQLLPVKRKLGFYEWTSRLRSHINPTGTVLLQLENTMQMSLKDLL
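qHTS titration in buffer at pH 5.0. Alpha-galactosidase activity in spleen homogenate was measured via 4-methylumbelliferone release from 1 mM fluorogenic substrate after 40 min at 37C and a pH 10 stop. AC50 came from Hill fits of control-normalized data.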
NPSR antagonist: neuropeptide S receptor (human) antagonism, cAMP | CHO-NPSR cells, cAMP TR-FRET, antagonist mode | 220,000 tested, 1% active | AID 1461 | Potency, µM (top dose mostly 38.3 µM), for inactives: at the highest dose activity change, negative = inhibition, most hits filed as inhibitors; also: potency is read from the fitted curve at half-maximal effect; % is scaled to controls: 0 for no effect and ±100 for the full control effect; nearly all actives have a fitted effect of over 50% in size; many of its hits are not listed in these tables
Target sequence (Q6W5P4 whole entry, looked up): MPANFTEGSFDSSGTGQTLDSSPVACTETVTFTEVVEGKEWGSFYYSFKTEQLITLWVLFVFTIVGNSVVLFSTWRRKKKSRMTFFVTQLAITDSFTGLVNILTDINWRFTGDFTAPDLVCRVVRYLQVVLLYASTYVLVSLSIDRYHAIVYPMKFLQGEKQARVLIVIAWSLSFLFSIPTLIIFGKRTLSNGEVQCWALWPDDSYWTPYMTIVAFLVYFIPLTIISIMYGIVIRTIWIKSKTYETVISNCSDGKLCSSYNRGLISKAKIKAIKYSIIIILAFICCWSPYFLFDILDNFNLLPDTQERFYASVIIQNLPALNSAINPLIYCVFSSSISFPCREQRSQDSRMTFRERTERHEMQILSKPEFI
Epigenetic derep: epigenetic control regulation, reporter derepression; Potency, µM (titrated, usually from 53.9 µM), inactives show at the top dose GFP activation, hits mostly activators; 280,000 tested, 0.2% active; AID 1865; murine LDR cells, GFP reporter derepression, 30 h; also: potency is read from the fitted curve at half-maximal effect; % of control where 0% means no effect; nearly all actives have a fitted effect of over 60% in size
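In this reporter-derepression format, murine cells bearing a silenced integrated CMV-GFP locus incubate with test compound (30 h, 37 C), then are washed and imaged; fluorescent objects of 20–120 um count as induced cells.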
LMNA splice mod: LMNA splicing modulation; HeLa LMNA splicing GFP/RFP minigene ratio, 48 h; Potency, µM (top dose mostly 46.1 µM), inactives show at the highest dose ratio change, negative = inhibition, hits mostly inhibitors; 200,000 tested, 0.01% active; AID 1487; active = well fitted inhibition curve with a large enough effect in the signal ratio, with a control signal flat, not every such curve was filed as active; inconclusive = small, poorly fitted or top-dose-only effect, or effect the other way, or a change in a side signal; the % refers to the signal ratio; also: potency is read from the fitted curve at half-maximal effect; % is scaled to controls: 0 for no effect and ±100 for the full control effect
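S3 HeLa cells stably expressing lamin A-EGFP splicing minigene plus DsRed2, 600 cells/well, 48 h compound exposure at 37C. Laser-scanning cytometry; analysed as GFP (500-530 nm)/RFP (575-640 nm) total intensity ratio; 0.5% DMSO vehicle.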
IMPase Li cell: cell-permeable IMPase inhibitors with lithium potentiation; CHO-M1 cells, IP1 TR-FRET (IP-One), carbachol + lithium; Potency, µM (highest dose often 59.4 µM), for the others: top-dose activity, negative = IMPase inhibition, usual class: inhibitors; 210,000 tested, 0.35% active; AID 1457;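 also: IP1 builds up when IMPase is blocked and the TR-FRET signal falls; potency is read from the fitted curve at half-maximal effect; plate controls were basal vehicle for no effect and high inhibitor control for full effect; nearly all actives have a fitted effect of over 50% in size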
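Steps: plate 2000 CHO-M1 cells per well and culture 16–30 h; add compound and lithium; incubate 30 min, 37C; add d2-IP1 tracer and Eu cryptate anti-IP1 antibody in lysis buffer; read after 10 min at room temperature.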
KinaseGlo FLuc: blocks Kinase-Glo luciferase, a counter-screen artifact; Potency, µM (series often up to 38.3 µM), for inactives: at the top dose activity change, negative = inhibition, usual class: inhibitors; 200,000 tested, 0.28% active; Q27757; Kinase-Glo luciferase, ATP luminescence, 8 min; also: potency is read from the fitted curve at half-maximal effect; % is scaled to controls: 0 for no effect and ±100 for the full control effect; nearly all actives have a fitted effect of over 60% in size
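Luminescence was the read-out, taken after 8-minute incubation at ambient temperature. Luciferase turned over luciferin with 10 uM ATP in imidazole pH 7.2 buffer containing KCl, MgCl2, Tween 20 and BSA.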
* = called active by the depositor; ? = inconclusive; . = not tested or not shown; & = joins results of further samples; [ ] = dose if it differs, or a comment. Unless noted, calls follow the shape of the dose curve; as a rule, active = well fitted curve in the direction sought with a large enough effect; inconclusive = small, poorly fitted or top-dose-only effect, or another doubt; inactive = no such curve, though single readings can be large; an effect the other way counts as inactive or inconclusive. Some of the compounds tested, so the mix of outcomes need not match the whole.

SMILES	CBFb RUNX1 block	aGal spleen mod	NPSR antagonist	Epigenetic derep	LMNA splice mod	IMPase Li cell	KinaseGlo FLuc
CC(C)c1ccc(C(=O)NCCCN(C)C)cc1	0%	0%	14%	-2.5%	1%	1%	0%
Cc1cccc[n+]1CC(=O)c1ccc2c(c1)OCCO2	0%	2%	12%	1.1%	-11%	3%	-1%
CCOC(=O)C(Cc1ccccc1)C(=O)Nc1ccc(NC(=O)C(Cc2ccccc2)C(=O)OCC)cc1 (stereo not given)	1%	-3%	13%	1.0%	-4%	16%	-2%
CCC(=O)Nc1ccc2c(c1)nc(CN1CCCCC1)n2C	17%	-6%	15%	6.6%	.	2%	-4%
COc1ccc(C2/C=C\CN(C(=O)c3ccc(C)cc3)[C@H](Cc3ccccc3)C(=O)N2Cc2ccc(F)cc2)cc1 (stereo not given in full)	-1%	2%	-33%	-1.7%	.	.	.
COc1ccc(C(=O)Cn2c(NCCO)nc3ccccc32)cc1OC	14%	1%	4%[46.1 µM]	0.0%	-11%	1%	-2%
C1CN(CC2CCN(c3nc4nonc4nc3N3CCSCC3)CC2)CCO1	-6%	5%	-3%	4.1%	.	30%[activator]	-6%
CC(C)Nc1nc(NC(C)C)nc(OCCOC(=O)Nc2ccccc2)n1	1%	5%	-11%[46.1 µM]	-3.9%	-14%	23%[38.3 µM]	-7%
CCOC(=O)c1ncn2c1C(=O)OC2(C)C	4%	-3%	-4%[46.1 µM]	-0.6%	-4%	-11%[38.3 µM]	15%
C/C(N)=C(/C#N)C(=O)COC(=O)c1ccc(NC(N)=O)cc1	8%	5%	14%	0.0%	.	.	.
NC(=O)C1CCCN(C(=O)c2ccc(Cl)cc2)C1 (stereo not given)	12%	?	2%[46.1 µM]	0.0%	19%	-1%[38.3 µM]	-1%
CC1(C)C2CC=C(/C=N/NC(=O)c3ccccc3Br)C1C2 (stereo not given)	4%	-2%	1%[46.1 µM]	0.0%	-2%	5%	1%
CCC(C)COC(=O)c1ccc(C(=O)O)cc1 (stereo not given)	-3%	4%	-7%[46.1 µM]	-1.3%	6%	-4%[38.3 µM]	-8%
COc1ccc(OC)c(NC(=O)c2c(NC(=O)CCC(=O)O)sc3c2CCCCC3)c1	-26%	0%	-25%	3.9%	?	-9%	-3%
O=S(=O)(NCc1ccncc1)c1ccccc1	6%	-2%	5%[46.1 µM]	-0.3%	?	22%[38.3 µM]	7%
COc1cc(/C=N/n2nnnc2N)ccc1OCc1c(C)no[n+]1[O-]	9%	4%	0%	0.0%	?	4%	0%
O=C(CNC(=O)c1ccc(-c2ccccc2)cc1)OCc1c(Cl)cccc1Cl	17%	-5%	-36%	3.0%	-7%	0%	0%
Cc1c(C(=S)Nc2ccccc2)cnn1-c1ccccc1	0%	3%	-12%[46.1 µM]	0.0%	-13%	2%[38.3 µM]	6%
COCCn1c(-c2ccccc2)nc2oc3cc(OC)ccc3c(=O)c2c1=O	-1%	-5%	-19%[46.1 µM]	0.0%	5%	-7%[38.3 µM]	-2%
O=C1Cc2ccccc2Sc2ccc(O)cc21	8%	7%	5%	2.1%	?	0%	-2%
O=C(NC(=S)NC1CCSC1=O)c1cccs1 (stereo not given)	-15%	-2%	7%	0.0%	-14%	1%	0%
O=C(O)COc1ccc(/C=N/NC(=O)COc2nsnc2N2CCOCC2)cc1	5%	10%	-10%	1.1%	.	7%	3%
CCc1n[nH]c(=S)n1/N=C/c1cc(Br)c(O)c(OC)c1	-3%	5%	-6%	-2.5%	.	.	.
O=C(O)CC(CP(=O)(c1ccccc1)c1ccccc1)C(=O)O (stereo not given)	2%	4%	2%[46.1 µM]	-4.0%	8%	-1%[38.3 µM]	-5%
COc1ccccc1-c1nnc(NC(C)=O)s1	1%	4%	0%[46.1 µM]	3.7%	22%	-1%[38.3 µM]	-7%
COCCN1C(=O)c2cc(C(=O)Nc3ccc(C)c(F)c3)ccc2C1Nc1ccc(C)c(F)c1 (stereo not given)	4%[2.36 µM]	2%	-8%	1.6%	0%	1%	-1%
CCN(C(=O)COC(=O)CNC(=O)c1ccc(F)cc1)C1CCS(=O)(=O)C1 (stereo not given)	-8%	-5%	-2%	-2.0%	.	5%	7%
Cc1cc(C)nc(/N=C2\NC(=O)CC(C(=O)O)N2c2ccc(C)c(C)c2)n1 (stereo not given)	4%	2%	11%	6.1%	12%[46 µM]	4%	5%
COc1ccc(S(=O)(=O)N(CCC(N)=O)Cc2ccco2)cc1OC	2%	6%	-3%[7.67 µM]	2.4%	.	.	.
Fc1ccccc1Cc1noc(CN(Cc2ccccn2)CC2CCCO2)n1 (stereo not given)	4%	2%	0%	-5.6%	.	.	.
CCn1cc(/C=C/C(=O)Nc2ccn(Cc3c(F)c(F)cc(F)c3F)n2)cn1	-2%	5%	-9%	-4.6%	-4%	-6%	-1%
c1ccc(CCCc2nc(-c3ccccn3)no2)cc1	4%	-4%	-8%[46.1 µM]	-1.6%	-11%	14%[38.3 µM]	0%
Cc1nnc(C)n1N1C(=O)c2cccc3cccc(c23)C1=O	-4%	-20%	-2%[46.1 µM]	-1.8%	?	8%[38.3 µM]	-3%
COc1cccc([C@H](O)Cn2cc(-c3cccc(CON=C(C)C)c3)nn2)c1	5%[13.1 µM]	8%[17.5 µM]	.	0.0%[10.1 µM]	.	.	.
C=Cn1c(C(=O)O)ccc1-c1ccc(CC)cc1	14%	-6%	-2%	-2.3%	.	.	.
C[C@H]1CC[C@]2(O[C@H](CCO)C[C@@H](O)[C@@H]2O)O1	14%	4%	7%	0.0%	.	.	.
CCOCCCNC(=O)Cn1nc(-c2ccccc2)ccc1=O	1%[2.36 µM]	-2%	2%	2.3%	-3%	-4%	2%
NC1=NC(=O)C(CC(=O)Nc2ccc3c(c2)OCO3)S1 (stereo not given)	-1%	-3%	21%	-6.1%	.	2%	-7%
C#CCOCCOCCOCCNc1nc(N2CCN(C(=O)C(Cc3ccc(O)cc3)n3cc(C(N)CC(C)C)nn3)CC2)nc(N2CCN(C(=O)C(Cc3cc4ccccc4[nH]3)n3cc(C(N)Cc4ccc(O)cc4)nn3)CC2)n1 (stereo not given)	2%	13%	-7%	0.8%	.	11%	.
CCC1=C(OC(=O)N(CC)CC)N2C(=O)OC(=NCCc3c[nH]c4ccccc34)[C@]2(C)[C@H]2C1=CC[C@H]1C(=O)N(CC)C(=O)[C@H]12	-6%&7%	-5%&3%	2%	1.1%&-0.8%	.	-12%	2%
CCn1ccnc1CNCc1ccc(OCC(O)CN(C)Cc2ccccc2)cc1 (stereo not given)	0%	-6%	-25%	3.6%	.	12%	.
COCCN1C(=O)N(c2cccc(C)c2)C(=O)C1CC(=O)Nc1ccc(F)cc1 (stereo not given)	-1%	1%	-6%[46.1 µM]	-1.0%	-14%	6%[38.3 µM]	5%
CC(Oc1ccc(Cl)cc1Cl)C(=O)Nc1ccc(O)cc1 (stereo not given)	13%	6%	-13%	-0.4%	.	15%	-1%
CCC(C#CCN1CCOCC1)(CC)OCCC#N	8%	-4%	-3%[46.1 µM]	-2.2%	10%	-14%[38.3 µM]	-4%
CCN(CC)C(=O)c1cc(C(C)(C)C)c(O)c(C(C)(C)C)c1	2%	-15%	-26%	2.1%	?	10%	-3%

Full records, quoted from the list. Values in the order: CBFb RUNX1 block | aGal spleen mod | NPSR antagonist | Epigenetic derep | LMNA splice mod | IMPase Li cell | KinaseGlo FLuc
`CC1(C)C2CC=C(/C=N/NC(=O)c3ccccc3Br)C1C2` (stereo not given) across the screens: 4% | -2% | 1%[46.1 µM] | 0.0% | -2% | 5% | 1%
`COc1cc(/C=N/n2nnnc2N)ccc1OCc1c(C)no[n+]1[O-]` across the screens: 9% | 4% | 0% | 0.0% | ? | 4% | 0%
`CCOC(=O)c1ncn2c1C(=O)OC2(C)C` across the screens: 4% | -3% | -4%[46.1 µM] | -0.6% | -4% | -11%[38.3 µM] | 15%

More compounds follow.
SMILES	CBFb RUNX1 block	aGal spleen mod	NPSR antagonist	Epigenetic derep	LMNA splice mod	IMPase Li cell	KinaseGlo FLuc
COCCNC(=O)C(C)OC(=O)c1nsc(Cl)c1Cl (stereo not given)	5%	-6%	-4%[46.1 µM]	1.1%	4%	20%[38.3 µM]	-2%
NC(=O)c1ccc(NC(=O)COC(=O)c2c3c(nc4ccccc24)/C(=C\c2ccc4c(c2)OCO4)CCC3)cc1	-5%	0%	-10%	-1.6%	?	-21%	5%
O=C(CS(=O)(=O)c1cn(Cc2ccccc2Cl)c2ccccc12)N1CCOCC1	-4%	3%	-17%[46.1 µM]	0.0%	-6%	4%	1%
CCOc1ccccc1NC(=O)NCc1ccccc1F	2%	-10%	-2%	0.0%	7%[46 µM]	5%	3%
O=C(N/N=C/c1cccnc1)c1cccs1	-4%	-4%	32%	1.2%	.	.	.
O=C(CSc1nnc(-c2ccccc2O)o1)N1CCc2ccccc2C1	3%	1%	-19%[46.1 µM]	-7.7%	7%	4%[38.3 µM]	1%
Clc1ccccc1-c1nnc2sc(-c3cccs3)nn12	5%	-6%	-12%[46.1 µM]	0.8%	?	2%[38.3 µM]	9%
Cc1ccc(NC(=O)c2cccnc2C(=O)Nc2ccc(C)cc2)cc1	-2%	-3%	-3%	-0.6%	.	6%	2%
Cc1ccc(P(=O)(CSC(=N)N)c2ccc(C)cc2)cc1	6%	7%	10%	?	?	5%	-4%
Cc1ccc(-n2c(SCc3nnc4n3CCC4)nnc2-c2ccccc2)cc1	2%	-3%	-2%[46.1 µM]	0.0%	7%	-5%[38.3 µM]	1%
CSc1nc2[nH]ncc2c(=O)[nH]1	-7%	3%	23%	6.0%	1%	-2%	-2%
CC#CC[N+](C)(C)CCCCCCCCCC	6%	9%	4%	4.2%	.	.	.
COc1ccc(C)cc1N(C)C(=O)c1coc(=O)c2ccccc12	5%	2%	-11%[46.1 µM]	-0.9%	6%	-18%[38.3 µM]	-1%
Cc1cc(N2C(=O)C3CC=CC(C)C3C2=O)no1 (stereo not given)	11%	-2%	-5%[46.1 µM]	-0.4%	-1%	-3%	0%
COc1ccccc1NC(=S)NC(C)=O	-3%	2%	22%	-0.1%	-16%[46 µM]	8%	1%
COC(=O)c1oc2ccc(Br)cc2c1-n1cccc1	4%	-2%	-19%[46.1 µM]	-4.1%	?	2%[38.3 µM]	-5%
CN1C(=O)c2ccc(N(C)C)cc2C1=O	27%	2%	-11%[46.1 µM]	-1.8%	-9%	0%	0%
